Pf Dd2 inh: blocks in vitro growth of P. falciparum Dd2; P. falciparum Dd2 growth, SYBR Green, 72 h; Potency, µM (highest dose often 28.9 µM), without a hit: at the top dose activity, negative = inhibition, most hits filed as inhibitors; 120,000 tested, 4.3% active; AID 1347417; active = well fitted inhibition curve with a large enough effect; inconclusive = small, poorly fitted or top-dose-only effect; inactive = no such curve, though single readings can be large or run the other way;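 also: plate controls were DMSO vehicle for no effect and reference drug for full effect; nearly all actives have a fitted effect of over 65% in size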
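Readout: SYBR Green fluorescence, 485 nm excitation, 535 nm emission, after ~16 h lysis at 37C. Before that, Dd2-infected red cells (2.5% hematocrit) grew 72 h with compound, 29 uM top final concentration.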
Numbers without * were called inactive; i = inactive; ? = inconclusive; & = joins results of further samples; [ ] = remark or other dose. Potency is read from the fitted curve at half-maximal effect.

SMILES,Pf Dd2 inh
CNC(=O)[C@@H]1CN(C(=O)c2cccc(Br)c2)C[C@H]1CO,-13.0%
COCC(=O)NC1CCC12CCN(C(=O)c1ocnc1C)CC2 (configuration not stated),-4.2%
CCOCCCNC(=O)C1CCCN(c2ncnc3onc(C)c23)C1 (configuration not stated),1.0%
CCOc1cc(C2c3c(-c4cc(C)ccc4O)n[nH]c3C(=O)N2CCCOC(C)C)ccc1O (configuration not stated),?
COc1cccc(NC(=O)NC[C@H]2O[C@H](Cc3cc(-c4ccc(F)cc4)on3)CC[C@@H]2O)c1,-24.6%
CCOc1ccc(-n2c(=O)c3c(C)c(C)sc3n(CC(=O)N(CC)Cc3ccccc3)c2=O)cc1,?
O=C1COc2ccc(-c3ccncc3)nc2CN1Cc1ccccc1F,-7.6%[44.1 µM]
COCCCn1c(C(C)NC(=O)OCc2ccccc2)nc2cccnc21 (configuration not stated),1.9%&11.2%
Cn1c2ccccc2c2c(C(=O)N3CCN(c4cccc(C(F)(F)F)c4)CC3)cn(C3CCCCC3)c(=O)c21,?
C#CCN(C)C[C@H]1CN2CC[C@H]1C[C@@H]2CNC(=O)c1ccc(C(F)(F)F)cc1,?
CC(=O)N1CCCC(C(=O)NCc2nc(Cc3cccs3)no2)C1 (configuration not stated),-4.3%
CCOC(=O)CCCOc1cccn2c(=O)c(-c3cc(C)n(-c4cccc(C)c4)n3)c(C)nc12,?
CCOc1ccc(NC(=O)c2ccc3[nH]c(C)cc(=O)c3c2)cc1,i
CCc1ccc(-c2cn3nc(CC)sc3n2)cc1,23.6%
COc1ccccc1-c1cc(C(=O)NCc2cccnc2)c2cnn(C)c2n1,3.7%
Cc1ccc(-c2c(CN3CCN(c4cc(C)ccc4C)CC3)csc2C)cc1,10µM*
O=C(NCc1ccccc1)[C@@H]1C[C@@H](c2ccc(F)cc2)N([S+](=O)([O-])c2cccnc2)C1,i
NC(=O)[C@@H]1CN(C(=O)CC2=CCCCC2)C[C@H]1COc1ccccc1,-13.0%
COc1ccc(-c2[nH]ncc2CNC(=O)C(c2ccccc2F)N(C)C)cc1 (configuration not stated),?
COc1ccc(C(=O)N2CCc3ccc(C(=O)NCc4cccc(OC)c4)cc32)cc1,-6.0%
Cc1ccc(NC(=O)CSc2nc3ccc(NC(=O)CCc4ccccc4)cc3s2)cc1,20.3%
O=S(=O)(c1cccnc1)N1CCCCC1CCN1CCOCC1 (configuration not stated),-17.1%
COc1ccc(NC(=O)c2ccc3[nH]c(C)cc(=O)c3c2)cc1,10.9%
CC(=O)Nc1ccc(C(=O)N2CCC3(CC2)CN(C(=O)NC(C)C)Cc2ccccc2O3)cc1,13.3%
COc1ccc(C2Cn3nnc(C(=O)Nc4cc(C)ccc4F)c3CO2)cc1 (configuration not stated),11.2µM*
O=C1CC2(CCN(C(=O)c3ccccc3F)CC2)Oc2ccccc21,i
CCOC(=O)C1=CN(CC(=O)Nc2ccc(C(C)=O)cc2)S(=O)(=O)N=C1C,?
O=C(Nc1cccc(Br)c1)N1CCC(CN2CCCCCC2)CC1,i
CCN1CCN(CCNC(=O)c2nnn3cc(-c4ccccc4)[nH]c(=O)c23)CC1,35.0%
COc1ccccc1C(=O)Nc1ccnn1C1CCN(c2nccc(N)n2)CC1,?
COC(=O)c1c(NC(=O)CS(=O)(=O)c2ccc(C)cc2)sc2c1CCCC2,i
CC[C@H]1CN(C(=O)C(C)(C)C)CC[C@H]1CC(=O)N(CC)C(=O)NCCCN(C)C,-27.2%[44.1 µM]
CN(C)C[C@@H]1CN(c2ccncn2)C[C@H]1NC(=O)c1cccc2[nH]ccc12,i
COc1ccccc1C(=O)N1CCC(N2CCCC2=O)CC1,0.5%[44.1 µM]
CCC(=O)N1c2ccccc2CC1c1nc(C(C)C)no1 (configuration not stated),?
CCOc1ccccc1NC(=O)c1ccc2c(Cl)c3c(nc2c1)CCC3,11.4%
O=C(O)CNC(=O)Cn1nc2c(cc1=O)CCCCC2,-1.0%
O=C(NC[C@H]1Cn2ccnc2CO1)c1cc(F)cc(F)c1,-13.2%[44.1 µM]
CNC(C)c1ccccc1 (configuration not stated),-18.5%[44.1 µM]
COCC(=O)N[C@H]1C[C@@H]2C(=O)N[C@H]3CCN(C(=O)c4cccn4C)[C@@H]3C(=O)N2C1,-20.2%[44.1 µM]
COc1ccc(S(=O)(=O)N2CCc3c(C(=O)Nc4cccc(C)c4)cccc32)cc1,i
COc1ccc(CN2CCc3nc(C(C)C)nc(-c4ccc(O)cc4)c3CC2)cc1,2.24µM*
CCOCCn1c(=O)[nH]c2cc(C(=O)N(C)Cc3cnn(C)c3)ccc21,-8.6%
Cc1ccccc1-c1nc(CS(=O)(=O)CC(=O)Nc2cc(Cl)cc(Cl)c2)c(C)o1,i
Cc1cc(C)n(CCC(=O)N2CCC(c3noc(C4CC4)n3)C2)n1 (configuration not stated),42.2%[activator][5.79 µM]
CCN(CCCNC(=O)c1cc(Nc2ccc(OC)cc2OC)nc2ccccc12)c1cccc(C)c1,?
CC(=O)N1CC(CO)C2(CCN(Cc3cccc(C#N)c3)CC2)C1 (configuration not stated),-7.4%
CCN(CC)S(=O)(=O)c1ccc2c(c1)N(CC(=O)NCc1ccccc1)C(=O)CS2,0.1%
Cc1c(C(=O)NCCc2ccc(Cl)cc2)cccc1-n1cnc2cccnc21,-0.9%
C[S+](=O)([O-])c1ccc(-c2nc(C(=O)NC3CC3)n3ccccc23)cc1,i

Three compounds out of the list, ordered by length of the SMILES, ascending.
SMILES,Pf Dd2 inh
COc1ccccc1C(=O)N1CCC(N2CCCC2=O)CC1,0.5%[44.1 µM]
CC(=O)N1CC(CO)C2(CCN(Cc3cccc(C#N)c3)CC2)C1 (configuration not stated),-7.4%
CCOC(=O)C1=CN(CC(=O)Nc2ccc(C(C)=O)cc2)S(=O)(=O)N=C1C,?

The list goes on:
molecule	Pf Dd2 inh
O=C(Nc1cc2ccc(O)cc2oc1=O)c1ccc(F)cc1	-11.6%
COc1ccc(C(=O)N2CCc3ccc(C(=O)Nc4ccc(OC)cc4C)cc32)cc1	?
CCc1nc2c(NC(=O)NCCc3ccccc3)cccn2n1	?
Cc1ccc(-c2nnc(C3CN(C(=O)c4n[nH]c5ccccc45)CC34CCOCC4)o2)cc1 (configuration not stated)	8.91µM*
Cc1nnc(NC(=O)CSc2nc3c([nH]c4ccccc43)c(=O)n2-c2cccc(Cl)c2)s1	?
O=C(N[C@@H]1CN(c2ncccn2)C[C@H]1CO)c1c(F)cccc1F	51.0%[activator]
Clc1ccc(Nc2nc(-c3ccccc3)c3cc(Cl)ccc3n2)cc1	i
O=C(c1ccsc1)N1CC2CC(C1)[C@H]1CCCC(=O)N1C2 (some centres not stated)	-0.4%
O=C(c1cnn(Cc2ccccc2)c1)N1CCn2nc(Cc3ccccc3)cc2C1	-7.3%
CCOC(=O)c1c(C)oc2ncnc(Nc3cc(Cl)ccc3OC)c12	-5.5%

4 of these compounds in another layout:
O=C(c1ccsc1)N1CC2CC(C1)[C@H]1CCCC(=O)N1C2 (some centres not stated)
  Pf Dd2 inh = -0.4%
CCc1nc2c(NC(=O)NCCc3ccccc3)cccn2n1
  Pf Dd2 inh = ?
CCOC(=O)c1c(C)oc2ncnc(Nc3cc(Cl)ccc3OC)c12
  Pf Dd2 inh = -5.5%
O=C(N[C@@H]1CN(c2ncccn2)C[C@H]1CO)c1c(F)cccc1F
  Pf Dd2 inh = 51.0%[activator]

(more compounds)
molecule	Pf Dd2 inh
Brc1ccc(-c2ccnc3nc(C4CCCO4)nn23)s1 (configuration not stated)	?
Cc1cccc(S(=O)(=O)Nc2cccn3nc(C4CCC4)nc23)c1	-18.3%
COc1ccc(CCN(Cc2ccncc2)C(=O)CC2COCCN2)cc1 (configuration not stated)	-20.6%
CCn1c(C)cc(C(=O)N2CC[C@H](N3CCN(C)CC3)[C@H](CCCO)C2)c1C	1.4%
CCN1C(=O)C2CC3(CCN(C(=O)NCCc4ccccc4)CC3)CN2C1=O (configuration not stated)	6.5%
CN(C)CCNC(=O)c1nc2nc(-c3ccccc3)c(-c3ccc(Cl)cc3)cc2n1C	5.01µM*
N#Cc1ccccc1CN1CCNc2nc(CNCc3cnccn3)n(Cc3ccccc3)c2C1=O	?
CC(=O)N1CCC(Cn2cc(Cn3c(C)nc4ccccc43)nn2)CC1	-16.1%
CCOC(=O)C1CCCN(C(=O)Cc2ccc(N(Cc3ccc(C)cc3)C(=O)c3ccco3)cc2)C1 (configuration not stated)	?
CCc1noc(-c2cccn3c(CNC(=O)c4cccc(C)c4)nnc23)n1	?
CCCCN(CC)C(=O)CSc1nc2n[nH]c(C)c2c(=N)n1-c1cccc(OC)c1	?
CCN1C(=O)c2ccccc2Sc2ccc(NC(=O)Cc3ccc(OC)c(OC)c3)cc21	i
COc1cccc(NC(=O)c2ccc3c(c2)N(C)C2CCCCN2C3=O)c1 (configuration not stated)	-23.7%
O=C(NCc1cccnc1)[C@@H]1C[C@@H](O)CN1C1CCN(C(=O)C2(c3ccccc3)CC2)CC1	-15.1%
COCCNC(=O)[C@@H]1CCC[C@@H](NC(=O)c2ccc(Cl)cc2)CN(C)C(=O)C1	-22.2%[44.1 µM]
COc1ccc(C(=O)NC2CCN(c3cc(-c4ccccc4)[nH]n3)CC2)cc1OC	?
Cc1ccc(C)c2sc(N3CCN(C(=O)c4ccco4)CC3)nc12	8.7%
CCS(=O)(=O)N1CCc2cc(C(=O)Nc3cc(C)cc(C)c3)ccc21	-19.0%
COC[C@@H]1CN(C(=O)c2ncoc2-c2cccc(C)c2)C[C@H]1C(N)=O	4.7%
CC(C)(O)CCc1cccc(C(=O)N2CCC(Nc3ncccn3)CC2)c1	?
CN(C)C(=O)c1cccnc1OC1CCN(C(=O)c2ccc(F)cc2)C1 (configuration not stated)	3.5%
Clc1cccc(CNCCCSc2nnnn2-c2ccccc2)c1	-21.0%
CSCCC(=O)N1CCOC(Cc2cccc3ccccc23)C1 (configuration not stated)	-4.6%
Cc1nc(-c2c3n(c(=O)n(CC(=O)Nc4cc(F)ccc4F)c2=O)CCCC3)no1	6.6%
O=C1CC2(CCN(Cc3cccnc3)CC2)Oc2cc(Cl)ccc21	?
COc1cc(Cl)c(C)cc1NC(=O)c1cc(S(=O)(=O)N2CCCC2)ccc1F	-3.0%
O=C(N[C@@H]1CN(C(=O)c2cccc3[nH]ccc23)CC[C@@H]1CO)C1CC1	-17.0%
CCCc1noc(-c2cn(C3CCN(C(=O)Cc4cccc(OC)c4)CC3)nn2)n1	i
O=C(c1ccccc1OCC1CCCNC1)N1CCCC1 (configuration not stated)	-12.5%
Cc1cccc(-n2c(SCC(N)=O)nc3c(oc4ccccc43)c2=O)c1	14.8%
CCC1CCCCN1CCCNC(=O)c1c(O)nc2cc(C)ccn2c1=O (configuration not stated)	?
COCCNC(=O)c1nn(-c2ccc(C)cc2)c(=O)n(C)c1=O	35.6%[activator]
CCC1c2nccn2CCCN1C(=O)c1ccc2ncccc2c1 (configuration not stated)	11.2%
O=C1NC2(CCCN(C(=O)Cc3ccccc3)C2)COc2ccccc21 (configuration not stated)	i
Cc1cccc(C(=O)N2CCC3(CC2)CC(CC(=O)NCc2ccncc2)CCO3)c1 (configuration not stated)	?
O=C(Cc1ccccc1)Nc1ccc([C@H]2OCC(=O)N[C@@H]2CO)cc1	27.8%[44.1 µM]
COc1ccc(CNS(=O)(=O)c2ccc(N3CCCCS3(=O)=O)cc2)cc1	-38.6%
Cc1nc([C@H]2CCN(Cc3cccc(OC(F)(F)F)c3)C[C@H]2NC(=O)C2CC2)n[nH]1	-24.3%
Cc1nc(-c2cccs2)cc([C@H]2CN3CC[C@H]2C[C@@H]3CNC(=O)C2CC2)n1	?
O=C(CN1c2ccccc2S(=O)(=O)c2ccccc21)Nc1cccc(C(F)(F)F)c1	5.6%
CC(=O)N1CCOc2cc(S(=O)(=O)NCc3ccccc3Cl)c(C)cc21	29.3%
COC(=O)c1ccccc1NC(=O)CSc1nnc2cc(C)c3cc(C)cc(C)c3n12	-20.1%
COc1ncc(-c2nccc3c(=O)cc(N(C)c4ccccc4)oc23)cn1	-8.1%[44.1 µM]
COc1ccc(-c2cc(C(=O)OC(C)C(=O)c3ccccc3)c3cccc(Cl)c3n2)cc1 (configuration not stated)	6.5%
COc1ccc(CCNC(=O)CCCCn2c(=O)c3ccccc3n(CC(=O)Nc3ccc(C)cc3C)c2=O)cc1OC	?
O=C(C1CCC1)N1CCCC1c1nc(C2CCOCC2)no1 (configuration not stated)	-10.8%
O=C(NCc1cccnc1)[C@@H]1C[C@@H](O)CN1C1CCN(C(=O)CCC2CCCC2)CC1	0.5%
COCCN1CCC(N2CCN(C(=O)c3ccc(F)cc3F)CC2)C1=O (configuration not stated)	-1.6%
O=C(NCCc1ccccc1)c1cnc2sc(N3CCCC3)nn2c1=O	i
COc1ccc(CCn2c(=O)c3cccnc3n(CC(=O)Nc3cccc(C)c3)c2=O)cc1OC	i
COc1ccc(C2C=C(c3ccccc3)Nc3nc(NC(=O)/C=C/c4ccccc4Cl)nn32)cc1 (configuration not stated)	7.08µM*
CCCN1CCCC12Cc1ccccc1CN(C(C)=O)C2 (configuration not stated)	?

Some of the compounds tested; count on the stated rates, not on these rows.
